Source: PubChem (several laboratories)
phage Ecoli inh: growth loss of phage-infected E. coli, primary screen, RecBCD inhibitor project, absorbance, with phage, HTS | AID 651602, 2012 | hit rate 0.26% among 360,000 | inhibition, % at 11.9 µM; in the data active means inhibition above about 11%
HTR5A inv ctr: HTR5A inverse agonists in luminescence cell assay, primary screen, counter-screen for OPRM1-OPRD1 heterodimer inverse agonist project, full-deck HTS; 5-hydroxytryptamine receptor 5A (Homo sapiens), P47898; HTR5A cell line, inverse agonism; inhibition, % at 9.3 µM; hit rate 0.083% among 340,000; AID 504634, 2011; in the data active means inhibition mostly above about 23%, no sharp cut-off; inactive means mostly below about 18%;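 further: 0% = cells with DMSO and 100% = no-cell wells with DMSO; some compounds called inactive have numbers as strong as hits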
Target sequence (P47898 whole entry, looked up): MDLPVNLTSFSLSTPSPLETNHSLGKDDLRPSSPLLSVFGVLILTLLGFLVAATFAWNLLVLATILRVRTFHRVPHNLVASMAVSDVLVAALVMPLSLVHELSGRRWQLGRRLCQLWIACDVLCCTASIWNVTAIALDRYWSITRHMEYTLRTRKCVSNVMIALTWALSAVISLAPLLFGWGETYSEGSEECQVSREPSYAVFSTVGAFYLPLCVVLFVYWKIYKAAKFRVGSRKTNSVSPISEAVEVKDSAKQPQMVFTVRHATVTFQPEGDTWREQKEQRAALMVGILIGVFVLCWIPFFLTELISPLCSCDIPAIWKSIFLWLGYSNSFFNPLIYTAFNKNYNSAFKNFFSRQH
PKA-R2B act: activators of PKA-R2B holoenzyme, primary screen, biochemical, fluorescence polarization, Cy5-IP20, human | cAMP-dependent protein kinase catalytic subunit beta (Homo sapiens) + cAMP-dependent … | PKA-R2B holoenzyme dissociation; R2B truncated from residue 108, S112A mutant; 0% DMSO only, 100% 113 µM cGMP | activation, % at 11.4 µM | hit rate 0.079% among 340,000 | AID 504700, 2011;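 active means activation above a cutoff set at the mean over all compounds plus 3 SD, cut at about 18% in these data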;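 further: higher means more holoenzyme dissociation and a rise in polarization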
Target sequence (P31323 whole entry, looked up, other chains not shown, the tested form may be a part): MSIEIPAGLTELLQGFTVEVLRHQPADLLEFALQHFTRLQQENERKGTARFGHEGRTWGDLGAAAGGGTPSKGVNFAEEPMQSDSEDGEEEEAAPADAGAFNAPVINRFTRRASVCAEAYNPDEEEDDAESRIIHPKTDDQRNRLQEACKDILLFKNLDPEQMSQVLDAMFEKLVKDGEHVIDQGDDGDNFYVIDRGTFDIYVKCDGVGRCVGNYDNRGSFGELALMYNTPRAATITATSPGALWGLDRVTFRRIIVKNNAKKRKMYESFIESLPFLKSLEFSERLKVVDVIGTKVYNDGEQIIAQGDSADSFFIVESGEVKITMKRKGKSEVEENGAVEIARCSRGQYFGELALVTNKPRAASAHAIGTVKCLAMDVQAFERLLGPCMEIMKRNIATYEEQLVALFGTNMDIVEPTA
PfHsp90 yeast 2: growth inhibition of PfHsp90-expressing yeast, primary screen, antimalarial PfHsp90 inhibitor project, S. cerevisiae, BacTiter-Glo luminescence, single point, set 2 | BacTiter-Glo ATP, 48 h; yeast lacking PDR1 and PDR3 efflux regulators | inhibition, % at 9.4 µM | hit rate 0.32% among 310,000;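 active means every replicate shows inhibition above about 80%, whatever the replicate mean, limit read from the data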;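 further: 0% = DMSO neutral controls and 100% = 20 µM radicicol positive controls; yeast relying on Plasmodium falciparum Hsp90 in place of its own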
Tat transport: E. coli Tat export inhibitors, primary screen, MC4100, TorA-mCherry reporter, fluorescence, single point. AID 488895, 2010. hit rate 0.036% among 340,000. inhibition, % at 10 µM;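 active means mean replicate inhibition at least 50% and at least half of replicates individually reaching 50%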;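 further: exported cargo escapes ClpAP degradation while cytoplasmic cargo is degraded and loses fluorescence; 0% = median of neutral control wells and 100% = median of NaSCN control wells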
OPRM1-OPRD1 inv: inverse agonists of MOR-DOR heterodimerization, primary screen, cell-based, luminescence; Mu-type opioid receptor (Homo sapiens) + Delta-type opioid receptor (Homo sapiens), …; cell-based MOR-DOR heterodimer luminescence, inverse agonism; inhibition, % at 9.3 µM; hit rate 0.21% among 340,000; in the data active means inhibition above about 22%, passing the limit was not always enough;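 further: 0% = cells with DMSO and 100% = wells without cells with DMSO; values of inactives mirror those of a sister screen read the other way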
Mot1-301 SUMO: yeast Mot1-301 growth rescue at high temperature, primary screen, SUMOylation pathway inhibitor project, S. cerevisiae, ATP luminescence, 38.5C | S. cerevisiae Mot1-301 growth rescue; percent above DMSO median, 100 means doubled | growth rescue, % at 18.8 µM | hit rate 1% among 320,000;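 active means every valid replicate shows activation above 250% relative to neutral control wells; inactive means the rest, any valid replicate at or below 250%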;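 further: OY570 slx delta 5 strain wells were the positive control but not used for scaling; some compounds called inactive have numbers as strong as hits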
PKA-R1A activ: activators of PKA-R1A holoenzyme, primary screen, biochemical, fluorescence polarization, Cy5-IP20, bovine R1A, mouse PKAc | cAMP-dependent protein kinase type I-alpha regulatory subunit (Bos taurus) + … | PKA-R1A dissociation; scaled: DMSO 0%, 113 µM cGMP 100% | activation, % at 11.4 µM | hit rate 0.083% among 340,000 | AID 504707, 2011;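 active means percent activation above the mean of all tested compounds plus 3 SD, cut at about 19% in these data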;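 further: higher means more PKAc released from R1A so a rise in polarization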
Ecoli viability: E. coli V3065 growth inhibition, primary screen, counter-screen for AddAB inhibitor project, absorbance, OD600; hit rate 0.27% among 330,000; inhibition, % at 11.9 µM; 18 h;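 active means inhibition above the campaign's mean inhibition across all tested compounds plus 3 SD, cut at about 9.9% in these data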;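 further: uninfected addAB+ strain grown without phage in ampicillin broth; 0% = DMSO wells and 100% = ciprofloxacin 0.95 µg/ml wells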
MOR-DOR ag: agonists of OPRM1-OPRD1 heterodimerization, primary screen, cell-based, luminescence; Mu-type opioid receptor (Homo sapiens) + Delta-type opioid receptor (Homo sapiens), …; hit rate 0.3% among 340,000; activation, % at 9.3 µM; cells; in the data active means activation above about 18%;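 further: 0% = vehicle-treated cells and 100% = reference agonist; values of inactives mirror those of a sister screen read the other way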
AddAB inh: growth inhibition of E. coli expressing H. pylori AddAB, primary screen, AddAB inhibitor project, absorbance; inhibition, % at 11.9 µM; hit rate 0.29% among 330,000; AID 435030, 2010; in the data active means inhibition above about 12%;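 further: 0% = vehicle wells of infected cells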
* marks the source's active call; other numbers are inactive results.

Results for CCOC(=O)N1CCN(c2cc(=O)n(-c3cccc(Br)c3)c(=O)[nH]2)CC1 ?
phage Ecoli inh: 2.1; HTR5A inv ctr: -1; PKA-R2B act: -2; PfHsp90 yeast 2: 15; Tat transport: 1; OPRM1-OPRD1 inv: 16; Mot1-301 SUMO: -9; PKA-R1A activ: 5; Ecoli viability: 1.2; MOR-DOR ag: -3.0; AddAB inh: 1.2

How did CC(=O)OC1CC(c2cc(C(C)(C)C)c(O)c(C(C)(C)C)c2)=NO1 (centres undefined) do in these assays?
phage Ecoli inh: 3.5; HTR5A inv ctr: -14; PKA-R2B act: -3; PfHsp90 yeast 2: -13; Tat transport: 6; OPRM1-OPRD1 inv: -6; Mot1-301 SUMO: -8; PKA-R1A activ: -4; Ecoli viability: -0.8; MOR-DOR ag: 1.1; AddAB inh: -1.0

Results for COc1ccc(-c2cc(C(=O)O)sc2C)cc1 ?
phage Ecoli inh: -2.3; HTR5A inv ctr: 8; PKA-R2B act: -9; Tat transport: -1; OPRM1-OPRD1 inv: 11; Mot1-301 SUMO: 35; PKA-R1A activ: -3; Ecoli viability: -1.4; MOR-DOR ag: -2.2; AddAB inh: -0.3

Results for Cc1cc(Nc2cccc(F)c2)n2nc(C)nc2n1 ?
phage Ecoli inh: 4.7; HTR5A inv ctr: 7; PKA-R2B act: -1; PfHsp90 yeast 2: -3; Tat transport: -8; OPRM1-OPRD1 inv: -4; Mot1-301 SUMO: 22; PKA-R1A activ: -10; Ecoli viability: -0.2; MOR-DOR ag: 0.9; AddAB inh: 4.6

What do the screens show for `Cc1cc(=O)n2nc(N3CCC(C(=O)NCc4ccc(F)cc4)CC3)sc2n1`?
phage Ecoli inh: 2.1; HTR5A inv ctr: -14; PKA-R2B act: 2; PfHsp90 yeast 2: -41; Tat transport: -8; OPRM1-OPRD1 inv: 13; Mot1-301 SUMO: 13; PKA-R1A activ: -10; Ecoli viability: -1.9; MOR-DOR ag: -2.4; AddAB inh: 2.7

Results for COc1ccc(N2CCN(C(=O)COC(=O)CNC(=O)c3ccc(Cl)cc3Cl)CC2)cc1 ?
phage Ecoli inh: 5.1; HTR5A inv ctr: 4; PKA-R2B act: -3; PfHsp90 yeast 2: 13; Tat transport: -5; OPRM1-OPRD1 inv: 9; Mot1-301 SUMO: 7; PKA-R1A activ: -14; Ecoli viability: 0.1; MOR-DOR ag: -1.4; AddAB inh: -0.1

Results for COc1cccc(N2C(=NC(=O)C3CCCO3)SC3CS(=O)(=O)CC32)c1 (centres undefined) ?
phage Ecoli inh: 2.4; HTR5A inv ctr: -11; PKA-R2B act: 5; PfHsp90 yeast 2: 12; Tat transport: -3; OPRM1-OPRD1 inv: 15; Mot1-301 SUMO: -2; PKA-R1A activ: 3; Ecoli viability: 0.8; MOR-DOR ag: -3.0; AddAB inh: -0.8

Results for COc1ccc(-c2c(C3=CCCCC3)oc3ccc(-c4ccc5c(c4)OCO5)cc23)cn1 ?
phage Ecoli inh: 0.6; HTR5A inv ctr: -8; PKA-R2B act: -16; PfHsp90 yeast 2: -28; Tat transport: -3; OPRM1-OPRD1 inv: -20; Mot1-301 SUMO: 107; PKA-R1A activ: -2; Ecoli viability: 1.4; MOR-DOR ag: 3.4; AddAB inh: 3.5

What do the screens show for `COc1c(C(=O)NNC(=O)c2ccccc2)csc1Br`?
phage Ecoli inh: 2.0; HTR5A inv ctr: 8; PKA-R2B act: -5; PfHsp90 yeast 2: -2; Tat transport: 4; OPRM1-OPRD1 inv: 11; Mot1-301 SUMO: 0; PKA-R1A activ: 0; Ecoli viability: -1.7; MOR-DOR ag: -2.1; AddAB inh: 0.2

What do the screens show for `COc1ccc(C2NC(=S)NC(O)(C(F)(F)F)C2C(=O)c2cccs2)cc1` (centres undefined)?
phage Ecoli inh: 3.0; HTR5A inv ctr: -18; PKA-R2B act: 9; Tat transport: 1; OPRM1-OPRD1 inv: 10; Mot1-301 SUMO: 10; PKA-R1A activ: -7; Ecoli viability: 2.0; MOR-DOR ag: -1.9; AddAB inh: 4.1

What do the screens show for `Cc1ccccc1N(CC(=O)NC(C)(C)C)C(=O)CS(=O)CC(=O)Nc1ccc2c(c1)OCO2` (centres undefined)?
phage Ecoli inh: 5.3; HTR5A inv ctr: -17; PKA-R2B act: -3; PfHsp90 yeast 2: -16; Tat transport: 4; OPRM1-OPRD1 inv: 3; Mot1-301 SUMO: 8; PKA-R1A activ: -5; Ecoli viability: -0.9; MOR-DOR ag: -0.7; AddAB inh: -0.3

How did O=C(NCN1CCOCC1)c1cnccn1 do in these assays?
phage Ecoli inh: 2.7; HTR5A inv ctr: 2; PKA-R2B act: -9; PfHsp90 yeast 2: -9; Tat transport: -4; OPRM1-OPRD1 inv: 6; Mot1-301 SUMO: -7; PKA-R1A activ: -14; Ecoli viability: 1.2; MOR-DOR ag: -0.9; AddAB inh: 0.0

Results for O=C(CCCc1ccccc1)NCc1ccc(F)cc1 ?
phage Ecoli inh: 6.5; HTR5A inv ctr: -27; PKA-R2B act: -6; PfHsp90 yeast 2: 3; Tat transport: 3; OPRM1-OPRD1 inv: 14; Mot1-301 SUMO: 0; PKA-R1A activ: -3; Ecoli viability: -0.7; MOR-DOR ag: -2.6; AddAB inh: 3.2

How did CN(c1ccccc1C(=O)Nc1cccnc1)S(C)(=O)=O do in these assays?
phage Ecoli inh: 0.3; HTR5A inv ctr: 0; PKA-R2B act: 1; PfHsp90 yeast 2: -3; Tat transport: -5; OPRM1-OPRD1 inv: 9; Mot1-301 SUMO: 12; PKA-R1A activ: -7; Ecoli viability: 0.2; MOR-DOR ag: -1.6; AddAB inh: 1.3

What do the screens show for `CC(=O)Nc1ccc2c(c1)Cc1ccc(Cl)cc1-2`?
phage Ecoli inh: 4.2; HTR5A inv ctr: -14; PKA-R2B act: -4; PfHsp90 yeast 2: -8; Tat transport: 0; OPRM1-OPRD1 inv: 13; PKA-R1A activ: 5; MOR-DOR ag: -2.6

What do the screens show for `CC(C(=O)NC1(C#N)CCCCC1)N(C)CC(=O)Nc1ccc(Cl)c(Cl)c1` (centres undefined)?
phage Ecoli inh: 2.6; HTR5A inv ctr: -11; PKA-R2B act: -5; PfHsp90 yeast 2: -22; Tat transport: 6; OPRM1-OPRD1 inv: -15; Mot1-301 SUMO: -1; PKA-R1A activ: -9; Ecoli viability: 0.7; MOR-DOR ag: 3.6; AddAB inh: 0.6

How did Cn1c(=O)n(C)c2cc(/C=N/NC(N)=S)ccc21 do in these assays?
phage Ecoli inh: 9.3; HTR5A inv ctr: -2; PKA-R2B act: -5; PfHsp90 yeast 2: 3; Tat transport: -2; OPRM1-OPRD1 inv: 17; Mot1-301 SUMO: -2; PKA-R1A activ: -14; Ecoli viability: -1.3; MOR-DOR ag: -3.4; AddAB inh: 0.3

Results for CCC1(c2ccc(F)cc2)NC(=O)N(CC(=O)Nc2ccccc2Cl)C1=O (centres undefined) ?
phage Ecoli inh: -0.3; HTR5A inv ctr: -29; PKA-R2B act: -4; PfHsp90 yeast 2: -21; Tat transport: 7; OPRM1-OPRD1 inv: -3; Mot1-301 SUMO: -5; PKA-R1A activ: -7; Ecoli viability: 2.1; MOR-DOR ag: 0.4; AddAB inh: 6.3

How did O=C1C[C@@H]2c3c(cccc3CN1Cc1ccccc1Br)C[C@@H](O)[C@H]2O do in these assays?
phage Ecoli inh: 0.4; HTR5A inv ctr: 4; PKA-R2B act: -1; PfHsp90 yeast 2: -7; Tat transport: -4; OPRM1-OPRD1 inv: -3; PKA-R1A activ: 1; MOR-DOR ag: 0.6

Results for COC(=O)c1cc2occc2n1Cc1cccc(C)c1 ?
phage Ecoli inh: 5.2; HTR5A inv ctr: 3; PKA-R2B act: -4; PfHsp90 yeast 2: 6; Tat transport: 2; OPRM1-OPRD1 inv: -31; Mot1-301 SUMO: -7; PKA-R1A activ: -15; Ecoli viability: -4.3; MOR-DOR ag: 4.4; AddAB inh: 3.1

How did CC(C)NC(=S)N1CCN(S(=O)(=O)c2cccc(C(F)(F)F)c2)CC1 do in these assays?
phage Ecoli inh: 3.1; HTR5A inv ctr: -19; PKA-R2B act: -6; PfHsp90 yeast 2: -4; Tat transport: -16; OPRM1-OPRD1 inv: -10; Mot1-301 SUMO: -7; PKA-R1A activ: -5; Ecoli viability: -1.4; MOR-DOR ag: 1.8; AddAB inh: 0.4

How did C=CCn1c(SCC(=O)c2c(N)n(C)c(=O)n(C)c2=O)nc2sc(C)c(C)c2c1=O do in these assays?
phage Ecoli inh: 1.0; HTR5A inv ctr: -28; PKA-R2B act: -2; PfHsp90 yeast 2: -8; Tat transport: 18; OPRM1-OPRD1 inv: 5; Mot1-301 SUMO: 8; PKA-R1A activ: -12; Ecoli viability: 1.2; MOR-DOR ag: -0.9; AddAB inh: -0.4

How did CCN(N=O)c1ccc(C=C2C=Cc3ccccc32)cc1 do in these assays?
phage Ecoli inh: -1.6; HTR5A inv ctr: 5; PKA-R2B act: 2; PfHsp90 yeast 2: -42; Tat transport: 4; OPRM1-OPRD1 inv: -19; PKA-R1A activ: 0; MOR-DOR ag: 4.2

How did O=C1N=C(N2CCN(c3ccccc3)CC2)S/C1=C\c1cn[nH]c1-c1ccccc1 do in these assays?
phage Ecoli inh: 3.1; HTR5A inv ctr: -25; PKA-R2B act: -1; Tat transport: 6; OPRM1-OPRD1 inv: -8; Mot1-301 SUMO: -3; PKA-R1A activ: -7; Ecoli viability: 0.3; MOR-DOR ag: 1.6; AddAB inh: 3.9

How did COc1ccc(CN2CC(=O)N(c3ccc(C)cc3)C2=S)cc1OC do in these assays?
phage Ecoli inh: 1.0; HTR5A inv ctr: -9; PKA-R2B act: -15; PfHsp90 yeast 2: -11; Tat transport: 5; OPRM1-OPRD1 inv: -12; Mot1-301 SUMO: 2; PKA-R1A activ: -6; Ecoli viability: 4.3; MOR-DOR ag: 2.2; AddAB inh: 3.4

Results for CCOC(=O)CC1COc2ccccc2N1C(=O)c1ccc(F)cc1 (centres undefined) ?
phage Ecoli inh: -0.5; HTR5A inv ctr: 5; PKA-R2B act: 4; PfHsp90 yeast 2: -9; Tat transport: -5; OPRM1-OPRD1 inv: -4; Mot1-301 SUMO: -19; PKA-R1A activ: -5; Ecoli viability: 1.2; MOR-DOR ag: 0.8; AddAB inh: 1.6

Compounds were not picked by outcome, and some 2.2% of all compounds hit somewhere here.
